Source: PubChem
NS3 helicase inh = HCV NS3 helicase inhibition; hit rate 0.56% among 290,000; NS3 helicase DNA unwinding, Cy5 molecular beacon fluorescence; inhibition, % at 10.9 µM; AID 1800;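 active means inhibition above the mean of all tested compounds plus 3 SD, set per campaign, cut at about 35% in these data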;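 further: 0% = DMSO wells and 100% = thioflavine S control wells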
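Measured by: Cy5 fluorescence, 0 and 60 min reads / Assay system: NS3 helicase fragment of HCV / Control set: low DMSO, high thioflavine S at 110 µM / Times: 1 h reaction at 25 °C, ATP-initiated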
MEKK2mut PB1 HTS = signal of MEK5 binding to mutant human MEKK2 PB1 domain. bead flow cytometry, Alexa488-MEK5 binding to MEKK2 mutant. percent response, % at 10 µM. hit rate 0.35% among 290,000; in the data active means percent response above about 24%, passing the limit was not always enough; further: inactives centre near 1; some results filed as inactive read as strong as hits
MEKK3 PB1 HTS = MEKK3-MEK5 PB1 interaction, increase or decrease; Q99759; bead-based flow cytometry, Alexa488-MEK5 binding to MEKK3; actives lie on both sides; 0 = blocked by unlabeled MEK5, 100 = vehicle; binding response (% of control), % at 10 µM; hit rate 1.4% among 290,000; AID 1529;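 active means binding response more than 3 SD above or below the average of its plate-row segment, actives on both sides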;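 further: Alexa488 bead fluorescence after subtracting the streptavidin-only scavenger bead signal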
Target sequence (Q99759 whole entry, looked up): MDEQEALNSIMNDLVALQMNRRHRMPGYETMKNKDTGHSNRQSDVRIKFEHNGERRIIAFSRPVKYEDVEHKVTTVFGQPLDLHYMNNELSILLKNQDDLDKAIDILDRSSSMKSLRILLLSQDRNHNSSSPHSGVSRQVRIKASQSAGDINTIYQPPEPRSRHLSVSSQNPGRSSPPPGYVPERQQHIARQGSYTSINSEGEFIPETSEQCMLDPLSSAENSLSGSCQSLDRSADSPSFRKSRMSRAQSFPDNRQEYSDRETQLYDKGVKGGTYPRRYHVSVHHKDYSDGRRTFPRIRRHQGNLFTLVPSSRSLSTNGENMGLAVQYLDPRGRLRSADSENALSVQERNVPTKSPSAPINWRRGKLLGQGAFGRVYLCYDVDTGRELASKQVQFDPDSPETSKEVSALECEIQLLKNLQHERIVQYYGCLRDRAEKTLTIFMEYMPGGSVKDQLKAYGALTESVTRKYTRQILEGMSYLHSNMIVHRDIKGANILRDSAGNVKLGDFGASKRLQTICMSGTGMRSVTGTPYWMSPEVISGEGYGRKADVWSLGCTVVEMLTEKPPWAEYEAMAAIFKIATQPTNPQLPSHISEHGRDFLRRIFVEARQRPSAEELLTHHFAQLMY
DNA FID counter = counter-screen for HCV NS3 helicase inhibitors: DNA intercalator displacement; hit rate 0.17% among 290,000; AID 1845; DNA fluorescent intercalator displacement, fluorescence; inhibition, % at 7.9 µM; in the data active means inhibition above about 37%;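 further: 0% = vehicle and 100% = reference compound; higher means more ethidium bromide displaced from hairpin DNA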
GalR3 antag = antagonists of human GalR3. AID 651719. inhibition, % at 3 µM. hit rate 0.44% among 360,000. HEK293 GalR3-CNG cAMP membrane potential fluorescence; galR3 body fused to GalR1 C-terminus. O60755;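 active means inhibition above the screen-wide average plus 3 SD, cut at about 13% in these data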;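 further: forskolin and galanin both at EC90 stimulate the cells; cAMP rise reported by CNG channel membrane potential dye signal; 0% = forskolin plus galanin with DMSO and 100% = forskolin alone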
CRFBP-R2 agonist = agonists of human CRF-binding protein/CRF-R2 receptor complex. hit rate 0.46% among 350,000. HEK293 CRF-R2/CRF-BP, calcium dye fluorescence (FLIPR); percent of saturating CRF peptide response. activation, % at 13.2 µM. AID 588473;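 active means activation of at least 50%, plus an integration ratio under a set limit after plate pattern correction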;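 further: plate controls were neutral control wells without compound for no effect and CRF at EC100 for full effect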
MEKK2 WT-MEK5 = raises or lowers MEK5 binding to wildtype human MEKK2 PB1 domain | AID 1531 | hit rate 1.1% among 290,000 | Q9Y2U5 | bead flow cytometry, Alexa488-MEK5 binding to MEKK2 WT; actives lie on both sides | binding response (% of control), % at 10 µM; in the data active means binding response below about 67% or above about 130%
UBC9 SUMO inh = blocks human SUMOylation mediated by UBC9; hit rate 0.36% among 290,000; P63279; AID 2006; HTRF SUMOylation assay, SAE1/SAE2 + UBC9, in vitro; inhibition, % at 35 µM; in the data active means inhibition above about 50%, passing the limit was not always enough; further: strong numbers were not always called active
Target sequence (P63279 whole entry, looked up): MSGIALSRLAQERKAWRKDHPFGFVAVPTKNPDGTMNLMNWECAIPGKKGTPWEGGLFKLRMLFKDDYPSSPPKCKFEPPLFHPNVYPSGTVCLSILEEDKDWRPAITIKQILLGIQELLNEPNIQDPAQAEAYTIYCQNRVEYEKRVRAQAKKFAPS
CRFBP-R2 block = blocks CRF-induced signaling of the CRF-BP/CRF-R2 complex; HEK293 CRF-R2/CRF-BP, CRF-induced calcium fluorescence; inhibition, % at 11.8 µM; hit rate 0.59% among 350,000; AID 588475;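 active means inhibition of the ligand-induced calcium signal above about 50% at the single tested concentration, limit read from the data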
The depositor's hits bear a star; x = no result given.

No.	canonical_smiles	NS3 helicase inh	MEKK2mut PB1 HTS	MEKK3 PB1 HTS	DNA FID counter	GalR3 antag	CRFBP-R2 agonist	MEKK2 WT-MEK5	UBC9 SUMO inh	CRFBP-R2 block
1	CCOC(=O)CCC(NC(=O)CCCCCCCC(=O)NC(CCC(=O)OCC)C(=O)OCC)C(=O)OCC (centres undefined)	-11	-1	110	-38	0	1.0	103	-2	-18
2	Cc1ccc(C)c(N2N=C(C(=O)Nc3ccc(S(=O)(=O)N4CCCC4)cc3)CCC2=O)c1	-1	-2	96	-38	-5	4.3	95	-12	-10
3	CC(C)Cc1ccc(C(C)C(=O)Nc2ncccn2)cc1 (centres undefined)	3	3	106	-11	-4	-1.5	105	10	10
4	CCC1CCCCN1S(=O)(=O)Cc1ccccc1Cl (centres undefined)	-2	-1	103	-9	-4	-0.1	100	16	37
5	COc1ccc(OCCNC(=S)Nc2cccc3ccccc23)cc1	1	3	109	-6	-6	-3.4	113	-6	16
6	CCOc1ccc(Br)cc1S(=O)(=O)Nc1cccc(S(=O)(=O)N(C)c2ccccc2)c1	-27	-2	103	-16	-5	-0.2	99	-21	-2
7	COc1ccc2nc(C)cc(SCC(=O)NNC(=O)COc3ccccc3)c2c1	-9	x	x	-2	-4	-2.6	x	11	-7
8	C=CCNC(=O)c1c(C(F)(F)F)nn(C)c1Cl	14	1	106	-2	-6	8.1	102	0	5
9	O=C1C=CC(=O)N1c1ccc(Sc2ccc([N+](=O)[O-])cc2)cc1	9	-4	93	-3	x	x	92	14	x
10	Cc1ccc(C(=O)C2CCN(CC(=O)Nc3nc(C)cs3)CC2)cc1	-11	1	101	-13	-5	-3.4	101	26	11
11	COc1ccc(/C=C/C(=O)NC(=S)Nc2ccc(S(N)(=O)=O)cc2)cc1OC	34	3	100	-21	-8	-2.1	99	24	1
12	C/C(=N\NC(=O)c1ccccc1Cl)c1ccccn1	-12	6	104	-5	-13	-0.2	102	-24	7
13	CCNC(=O)Cn1c(=O)c(=O)n(Cc2ccccc2)c2ccc(Cl)cc21	3	0	115	-9	-3	0.8	101	12	-24
14	Cc1cc(C)cc(NC(=O)CCc2c(C)nn(-c3ccc(N4CCOCC4)nn3)c2C)c1	-4	3	103	-51	-4	-1.2	101	13	9
15	COc1ccc(N2CC(C(=O)N[C@@H](C)C(=O)NCc3ccccc3OC)CC2=O)cc1 (some centres undefined)	5	0	98	-19	5	-0.9	99	6	11
16	O=C(CSc1nnc(-c2ccncc2)s1)Nc1ccccc1	8	3	102	-6	-3	-1.6	100	5	9
17	COc1ccc(-c2cc(=O)oc3cc(OCc4nn[nH]n4)ccc23)cc1	18	-2	95	-32	-3	0.0	95	22	-46
18	CC1(C)C(=O)NCCN1C(=O)CC1C(=O)NCCN1Cc1cccc(C(F)(F)F)c1 (centres undefined)	-3	6	105	-17	0	-1.0	104	1	12
19	CNC(=O)c1ccc(CNC(=O)OCc2ccccc2)cc1	2	8	104	-1	-4	-0.9	106	11	4
20	CCOC(=O)c1cc(-c2cccc([N+](=O)[O-])c2)on1	6	1	104	1	-4	-2.1	106	7	42

Brought forward from above: 4 entries; new compounds follow.
No.	canonical_smiles	NS3 helicase inh	MEKK2mut PB1 HTS	MEKK3 PB1 HTS	DNA FID counter	GalR3 antag	CRFBP-R2 agonist	MEKK2 WT-MEK5	UBC9 SUMO inh	CRFBP-R2 block
17	COc1ccc(-c2cc(=O)oc3cc(OCc4nn[nH]n4)ccc23)cc1	18	-2	95	-32	-3	0.0	95	22	-46
18	CC1(C)C(=O)NCCN1C(=O)CC1C(=O)NCCN1Cc1cccc(C(F)(F)F)c1 (centres undefined)	-3	6	105	-17	0	-1.0	104	1	12
19	CNC(=O)c1ccc(CNC(=O)OCc2ccccc2)cc1	2	8	104	-1	-4	-0.9	106	11	4
20	CCOC(=O)c1cc(-c2cccc([N+](=O)[O-])c2)on1	6	1	104	1	-4	-2.1	106	7	42
21	COc1cc(C2c3c(oc4cc(C)c(C)cc4c3=O)C(=O)N2c2cc(C)ccn2)ccc1O (centres undefined)	-1	2	103	-2	6	-0.3	101	5	-9
22	CN1CCN(Cc2nc3c(c(=O)[nH]c(=O)n3C)n2CCc2ccccc2)CC1	-5	11	103	3	-2	-0.9	103	-4	8
23	Cn1c(=O)n(Cc2ccccc2)c(=O)c2c1nc1n2CCCN1Cc1ccccc1	1	6	102	3	4	-1.6	101	8	14
24	CCOC(=O)c1nnn(CC(=O)N2N=C(c3cccc4ccccc34)CC2c2ccccc2)c1C(=O)OCC (centres undefined)	1	3	102	0	-2	0.0	103	16	-16
25	COc1cccc2sc(Nc3nnc(-c4cccs4)o3)nc12	11	1	105	-7	-1	-0.2	95	-68	-1
26	Cc1cccc(-c2c3c(=O)n(C)c(=O)n(C)c3cn2CCO)c1	8	-2	97	-6	-3	-0.4	101	20	36
27	CCn1c(SCC(=O)c2ccc(Cl)cc2)nnc1C(C)C	-1	2	102	-17	-4	-1.0	104	10	-6
28	O=C(CCC(=O)Nc1ccccc1Cl)N/N=C/c1c[nH]c2ccccc12	-15	4	106	-4	0	2.2	104	-2	-12
29	CC1CN(C(=O)c2cccc(S(=O)(=O)N3CCN(c4ccc(F)cc4)CC3)c2)CC(C)O1 (centres undefined)	-7	2	92	-41	-2	-1.8	94	0	3
30	Cc1sc2nc(CN3CCN(c4ccc(O)cc4)CC3)[nH]c(=O)c2c1C	14	-27	80	-9	-4	-0.4	70	-9	-7
31	O=C(NCc1cccc2ccccc12)Nc1ccccc1	-12	-16	68	1	4	-0.5	71	2	18
32	O=C(CSc1nnc(-c2ccco2)n1Cc1ccco1)N1CCOCC1	-1	5	103	-3	-6	3.5	107	2	-23
33	O=C(COc1ccccc1[N+](=O)[O-])N/N=C/c1ccccn1	0	3	106	-1	2	-0.3	111	-2	0
34	CCOC(=O)N1CCN(C(=O)C2CCN(S(=O)(=O)N3CCCC3)CC2)CC1	6	7	110	-10	-2	4.0	110	20	0
35	COc1cc(C2CC(=O)OC3=C2C(=O)CC(C)(C)C3)cc(OC)c1OC (centres undefined)	4	4	103	-5	-1	-4.4	101	9	1
36	O=C(NCc1ccccc1)Nc1cccn(Cc2ccccc2F)c1=O	-3	0	127	-23	-7	-0.8	106	90	14
37	C=CCn1c(-c2sc3nc(C)cc(C)c3c2N)n[nH]c1=S	27	0	101	-8	1	-1.6	100	8	-7
38	Cc1ccc(S(=O)(=O)NCC(=O)NCCc2c[nH]c3ccccc23)cc1C	-10	15	103	-22	-2	-2.5	113	4	-12
39	CCOC(=O)c1ccc(COC(=O)c2cc3ccccc3oc2=O)o1	-3	-3	97	-11	-2	-1.1	98	0	-14
40	S=C(NCCN1CCOCC1)NC1CCCCC1	4	-14	96	-3	-1	-1.0	93	19	2

Entries of single compounds, looked up by structure. Screens in order: NS3 helicase inh, MEKK2mut PB1 HTS, MEKK3 PB1 HTS, DNA FID counter, GalR3 antag, CRFBP-R2 agonist, MEKK2 WT-MEK5, UBC9 SUMO inh, CRFBP-R2 block
Cc1ccc(S(=O)(=O)NCC(=O)NCCc2c[nH]c3ccccc23)cc1C is entered as -10, 15, 103, -22, -2, -2.5, 113, 4, -12
O=C(NCc1ccccc1)Nc1cccn(Cc2ccccc2F)c1=O is entered as -3, 0, 127, -23, -7, -0.8, 106, 90, 14

Look-ups from the list.
Reading of entry 22 in MEKK2 WT-MEK5: 103
Reading of entry 36 in MEKK2 WT-MEK5: 106

Further records.
No.	canonical_smiles	NS3 helicase inh	MEKK2mut PB1 HTS	MEKK3 PB1 HTS	DNA FID counter	GalR3 antag	CRFBP-R2 agonist	MEKK2 WT-MEK5	UBC9 SUMO inh	CRFBP-R2 block
41	CCN1CCc2c(sc(NC(=O)c3ccc(S(=O)(=O)N4CCCC4)cc3)c2C(=O)NC)C1	-12	2	103	25	-2	1.9	109	7	-16
42	O=C(/C=C/c1ccccc1Cl)Nc1ccccc1	-6	-8	89	-4	-2	1.4	83	6	-11
43	COc1ccc(CNc2ccc(Cl)cc2)cc1Cn1ccnc1	-26	10	99	1	-10	-1.3	106	16	3
44	CCOC(=O)C1=NN(c2ccccc2)C(=O)/C1=C\c1ccc(N(C)C)cc1	-4	1	93	-30	1	-0.5	85	-15	14
45	CC(C)CC(=O)n1sc(NC(=O)c2ccccc2)nc1=O	-2	-5	94	-4	-3	7.2	95	13	33
46	COc1cc2nc(CCc3ccccc3)oc(=O)c2cc1OC	-8	-2	99	-3	-6	-0.6	97	21	0
47	COc1ccc(CC(=O)OCn2nnc3ccccc3c2=O)cc1	9	-4	105	-9	-2	1.2	102	17	-4
48	Cn1c(=O)cc(OCCCC(=O)NCCN2CCN(c3ccccc3F)CC2)c2ccccc21	2	5	109	-1	x	0.1	113	18	82*
49	COc1ccc(NC(=O)c2c3c(nc4ccccc24)CCC3)cc1S(=O)(=O)N1CCOCC1	9	-3	91	-24	4	3.7	93	39	-14
50	COc1ccc([N+](=O)[O-])cc1NC(=O)CSc1ncccn1	11	1	99	3	1	-4.1	101	8	-1
51	Clc1ccc(Oc2cnns2)cc1Cl	-4	1	95	-2	-5	-1.3	94	1	-27
52	CNC(=O)CSc1nnnn1-c1ccc2c(c1)OCCO2	-3	4	102	-2	3	-0.3	104	22	-28

A portion of the library, so the mix of outcomes need not match the whole.
